PI5P4Ka inh: blocks human PI5P4K alpha kinase activity; max response, %; 330,000 compounds, 1.2% hits; PI5P4Kalpha enzyme, ADP-Glo luminescence, 60 min; active compounds read low; P48426; active = max response of -50% or lower; inconclusive = between -30% and -50%; inactive = -30% or higher; note: value at the top dose of about 77 µM; % is set by controls: 0 for no effect and ±100 for the full control effect
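Reactions run in 0.038 M HEPES pH 7.4, 0.28 mM EGTA, 0.1% CHAPS and 5% DMSO, with PI5P4Kalpha, substrate, compound and 5 microM ATP final, one hour at room temperature. Readout is ADP-Glo luminescence.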
IL-2 act: activators of IL-2; activation, % (series mostly up to about 46 µM); 360,000 compounds, 0.065% hits; IL-2 activation reporter assay, cell-based qHTS; stimulated with anti-CD3/CD4/CD28 beads; in transgenic mouse T cells; in the data active = activation above about 50%; inconclusive = mostly about 30% to 49%; note: 0% is about no effect
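Unstimulated transgenic mouse T cells; 60-min compound exposure; bead-based TCR/CD4/CD28 stimulation; 18 h culture, 37 degrees C; dual fluorescence (EGFP, DsRed) plate cytometry.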
aSyn rescue: inhibitors of alpha-synuclein toxicity in yeast | Yeast expressing alpha-synuclein, growth rescue, BacTiter-Glo, 24 h | Potency, µM (doses to about 46.1 µM), for the others: at the top dose growth rescue (activation), hits mostly activators | 370,000 compounds, 0.14% hits | AID 652106; note: potency is the fitted concentration of half-maximal effect; % of control where 0% means no effect; nearly all actives have a fitted effect of over 65% in size
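Rescue of yeast growth: cells expressing toxic alpha-synuclein, induced in galactose at OD600 0.02, incubated with compound 24 h at 30 C. ATP luminescence quantified growth; inhibitors of toxicity appear as activators.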
Abeta yeast res: A-beta toxicity reversal in yeast; yeast expressing A-beta42, growth rescue, OD600, 48 h; response scale: 0% DMSO, 100% iron-clioquinol control; 410,000 compounds, 0.063% hits; AID 1347071; Potency, µM (top dose mostly 46.1 µM), inactives show top-dose growth rescue, usual class: activators; note: potency is the fitted concentration of half-maximal effect; nearly all actives have a fitted effect of over 55% in size
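Growth rescue measured by 600 nm absorbance after 48 h yeast culture at 30 C with compound. Values normalized between DMSO and an equimolar ferric chloride plus clioquinol control.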
EPAC1 antagonist: blocks human EPAC1 exchange factor; EPAC1 GEF assay, Rap1b-BODIPY-GDP exchange fluorescence; Potency, µM (highest dose often 115 µM), for inactives: top-dose activity change, negative = inhibition, actives largely listed as inhibitors; 360,000 compounds, 0.14% hits; AID 720709;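 note: potency is the fitted concentration of half-maximal effect; plate controls were vehicle for no effect and positive control for full effect; nearly all actives have a fitted effect of over 50% in size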
PLK1 PBD block: blocks phosphopeptide binding to human PLK1 polo-box domain; Potency, µM, for inactives: max response, negative = inhibition, hits mostly inhibitors; 360,000 compounds, 2.8% hits; Plk1 PBD binding of FITC phosphopeptide, fluorescence polarization; note: potency is the fitted concentration of half-maximal effect; series mostly up to about 57 µM; % is set by controls: 0 for no effect and ±100 for the full control effect; nearly all actives have a fitted effect of over 65% in size
FUS suppressor: FUS proteinopathy suppression in yeast; S. cerevisiae FUS-expressing, growth rescue, OD600, 24 h; Potency, µM (series often up to 76.6 µM), for inactives: top-dose growth rescue (activation), actives largely listed as activators; 390,000 compounds, 0.24% hits; AID 1347120;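 note: potency is the fitted concentration of half-maximal effect; plate controls were DMSO vehicle for no effect and reference control for full effect; nearly all actives have a fitted effect of over 55% in size; some results filed as inactive show a strong effect at the top dose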
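Yeast FUS proteinopathy model; galactose-induced FUS (2%), starting OD 0.005. Cpds in dilution series, 24hr, 30C, 99% humidity. Abs 600 nm growth. Pos ctrl CP55940 (top 92uM final); neg ctrl DMSO.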
EPAC1 ag: EPAC1 (human) agonism; O95398; EPAC1 agonist qHTS, biochemical assay; response scale: 100% = response to 6.5 mM cAMP; Potency, µM (top dose mostly 154 µM), for the others: at the highest dose activation, hits mostly activators; 360,000 compounds, 0.073% hits; note: potency is the fitted concentration of half-maximal effect; nearly all actives have a fitted effect of over 60% in size
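Compounds were pinned as a concentration titration into mixtures of EPAC1 (100 nM), BODIPY-GDP-loaded Rap1B (250 nM) and GDP (50 uM). After 5 min at room temperature, fluorescence was followed for 30 min; activity was scaled to 6.5 mM cAMP.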
WRN helicase inh: inhibitors of human WRN helicase; Q14191; Potency, µM (highest dose often 114 µM), for the others: at the highest dose activity change, negative = inhibition, hits mostly inhibitors; WRN helicase unwinding, fluorescent forked duplex, kinetic; 360,000 compounds, 0.46% hits; note: potency is the fitted concentration of half-maximal effect; % is set by controls: 0 for no effect and ±100 for the full control effect; nearly all actives have a fitted effect of over 55% in size
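Screening of the MLSMR collection measured strand separation of a quenched forked DNA duplex (100 nM) by 20 nM WRN with 2 mM ATP, all final. Compounds were preincubated with enzyme 15 min at room temperature.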
* hit, by the source's call; ? = inconclusive; / = no result given; & = joins results of further samples; [ ] = dose if it differs, or a comment. Unless noted, calls come from the whole dose curve; as a rule, active = well fitted curve in the direction sought with a large enough effect; inconclusive = small, poorly fitted or top-dose-only effect, or another doubt; inactive = no such curve, though single readings can be large; an effect the other way counts as inactive or inconclusive.

SMILES	PI5P4Ka inh	IL-2 act	aSyn rescue	Abeta yeast res	EPAC1 antagonist	PLK1 PBD block	FUS suppressor	EPAC1 ag	WRN helicase inh
Cc1cc(Cl)c(S(=O)(=O)NCc2cccnc2)cc1OCC(N)=O	0	-2.1	-4%	-3%	11%	-21%	16%	-7%	12%
CCOC(=O)N1CCN(C(=O)CSc2nc3c(c(=O)n2-c2ccccc2OC)SCC3)CC1	-4	-0.6	-4%	4%	-2%	-7%	5%	-1%	-3%
COc1ccccc1C(=O)NC(=O)COC(=O)c1ccco1	10	-0.1	1%	-4%	4%	-2%	-6%	3%	-5%
CC(C)(C)c1ccc(C(=O)NC(=S)Nc2ccc(N3CCOCC3)cc2)cc1	0	0.8	-7%	-10%	0%	-8%	1%	-8%	-16%[57.1 µM]
CCN(Cc1nc2ccccc2c(=O)[nH]1)C(=O)c1cccc(NC(=O)c2cccs2)c1	-5	-1.2	-1%	0%	-7%	-8%	22%	?	-7%
CC(=O)c1cn(Cc2ccccc2)c(=O)[nH]c1=O	-8	-0.1	4%	-7%	10%	-4%	0%	12%	1%
Cc1cccc(OCC(O)CN2CCN(c3ccccn3)CC2)c1C (stereo not given)	0	-0.9	-3%	-8%	-4%	-11%	26%	6%	-5%[57.1 µM]
O=C(NN1CCCCC1)c1ccc(COc2ccc(Cl)cc2)cc1	-10	-0.9	0%	3%	1%	-5%	-3%	-8%	8%
COc1ccc(-c2noc(C3CCCN(C(=O)c4ccccc4C)C3)n2)cc1 (stereo not given)	4	3.2	8%	-10%	-12%	-3%	12%	4%	8%
COc1cc2c(cc1OC)CN(CC(=O)Nc1cccc(C(F)(F)F)c1)CC2	3	-2.6	8%	-3%	-3%	2%	15%	-8%	5%
C=CCn1c(N2CCCCCC2)nc2c1c(=O)n(C)c(=O)n2C	/	0.0	2%	-26%	10%	2%	7%	3%	-7%
O=C(COC(=O)CCC(=O)c1ccccc1)NCCc1ccccc1	0	1.6	8%	8%	-13%	0%	12%	-7%	2%[11.6 µM]
COc1ccc(C(=O)N/N=C/c2ccccn2)cc1	2	1.3	1%	1%	-4%	-7%	-31%	1%	2%
CCOC(=O)/C(C#N)=C/c1cc2ccc(C)cc2nc1Cl	2	0.6	16%	-18%	-8%	-23%	0%	17%	-12%
COc1ccc(Cc2c(N)nc(C)nc2N)cc1	0	0.8	7%	-23%	5%	0%	4%	-2%	8%
CCCCNC(=O)C1C2C=CC3(CN(Cc4ccccc4Cl)C(=O)C13)O2 (stereo not given)	/	-1.1	-7%	-10%	16%	-3%	34%	6%	9%
Nc1ccc2sc(N)nc2c1	-3	2.7	-1%	2%	-2%	8%	-12%	3%	-1%
Cc1cccc(NC2SC(=O)NC2=O)c1 (stereo not given)	-6	-0.5	-1%	26%	-26%	-2%	-4%	7%	-9%
CSc1ncc(Cl)c(C(=O)NCc2ccc3c(c2)OCO3)n1	1	0.4	-2%	0%	-9%	-7%	-10%	7%	-14%
CCOC(=O)c1c(NC(=O)C2c3ccccc3Oc3ccccc32)sc(C(=O)N(CC)CC)c1C	-5	-0.7	-1%	-6%	5%	?	29%	10%	-12%
CCc1ccccc1-n1c(SCC(=O)Nc2ccc3c(c2)OCCO3)nc2[nH]ncc2c1=O	/	-1.1	3%	5%	-3%	-6%	?	13%	-5%
Cc1ccc2ccc(C(Nc3ccccc3)c3ccc(Cl)cc3)c(O)c2n1 (stereo not given)	0	-0.8	?	16µM*	-9%	-7%	20%	6%	-3%
c1coc(CNc2ncnc3ccccc23)c1	-3	0.1	1%&-13%	12%	-28%	?	3%	0%	-2%
COc1cccc(OCCn2cccc2/C=C2/C(=N)N3OC(C)=CC3=NC2=O)c1	0	-4.8	1%	4%	-5%	-20%	1%	-3%	7%
Cc1ccnc(NC(=O)CCNC(=O)c2ccc(Br)cc2)c1	-1	-0.4	5%	2%	5%	-9%	-46%	16%	3%
COc1cc2c(cc1NC(=O)CN1CCN(S(=O)(=O)c3ccc(F)cc3)CC1)oc1ccccc12	3	-3.1	0%	-11%	12%	-11%	34%	-8%	-34%[57.1 µM]
COc1ccc(NC(=O)C2CCN(S(=O)(=O)c3ccc(Br)s3)CC2)cc1OC	3	2.9	2%	-9%	-2%	-4%	2%	3%	-3%
Cn1c2c(c(=O)n(C)c1=O)C(C(F)(F)F)(C(F)(F)F)N=C(C1CCCCC1)N2	-3	-4.1	-8%	-31%[inhibitor]	-29%	-12%	11%	-14%	3%
CCOc1ccccc1N1CCN(Cc2ccc(OC)c(OC)c2OC)CC1	/	-2.0	-4%	-8%	-3%	-7%	4%	11%	8%
COc1ccc(-c2nc(-c3cccc(C(F)(F)F)c3)no2)cc1OC	/	-1.1	-1%	1%	1%	-6%	17%	5%	5%
Cc1c(C(=O)OCC(=O)N(CC(C)C)c2c(N)n(Cc3ccccc3)c(=O)[nH]c2=O)oc2ccccc12	6	0.5	-1%	10%	-8%	2%	17%	-10%	2%
COc1ccc(-c2csc(NC(=O)COc3ccc(N(C)S(=O)(=O)c4ccc(C)cc4)cc3)n2)cc1	0	-0.1	0%	18%	-5%	-3%	11%	14%	-17%
C=COC(=O)CSc1snc(SCC(=O)OC)c1C#N	-10	0.1	-13%	-9%	-13%	-18%	-8%	-2%	-25%
Cc1c(C(=S)NC(=O)C2CC2)c(=O)n(-c2ccccc2)n1C	-11	2.9	-3%	-7%	17%	-20%	4%	-16%	9%
CC(=O)c1ccn(S(=O)(=O)c2ccc(Cl)cc2)c1	4	0.4	-1%	-17%	-15%	-8%	-17%	4%	0%
CCC(=O)Nc1nnc(SCC(=O)NCCc2ccc(OC)c(OC)c2)s1	1	-0.5	-2%	-5%	-3%	6%	-21%	3%	3%
Nc1cccc(-c2nc3ccccc3s2)c1	0	2.8	13%	-9%	-3%	-7%	16%	-1%	0%
O=C(N/N=C(\c1ccccc1)c1cccnc1)C(O)(c1ccccc1)c1ccccc1	1	-0.5	-1%	14%	-23%	-8%	6%	1%	3%
CCN(CC)S(=O)(=O)c1cc(NC(=O)COC(=O)c2sc3ccccc3c2Cl)ccc1C	-8	-2.2	-9%	7%	-2%	-3%	/	2%	-3%
COc1ccc(NC(=O)Cc2nnc(SCC(=O)NC3=NCCS3)n2C)cc1	6	-0.2	-7%	-8%	-1%	-3%	12%	-6%	-2%
CCCc1cc(NCCCCO)n2c(nc3ccccc32)c1C#N	-4	-4.3	1%	-11%	-5%	-4%	?	-5%	-1%
Cc1cc(C)c(S(=O)(=O)N2CCN(c3ccc([N+](=O)[O-])c(NCc4ccco4)c3)CC2)c(C)c1	/	-4.1	4%	-6%	7%	-8%	-4%	3%	-1%
CN(CC(=O)Nc1ccccc1N1CCOCC1)S(=O)(=O)c1ccc(F)cc1	3	-2.5	2%	0%	7%	-13%	-7%	-2%	6%
CC[C@H](C)[C@H](NC(N)=O)C(=O)NCCc1ccc(OC)cc1	0	-3.2	5%	1%	20%	7%	-8%	-1%	9%
CSc1nc2ccc(NC(=O)c3ccc(F)c(F)c3)cc2s1	2	-0.2	-2%	0%	3%	-3%	-2%	1%	-7%

Rewritten with each value named: part of the list above.
CCN(CC)S(=O)(=O)c1cc(NC(=O)COC(=O)c2sc3ccccc3c2Cl)ccc1C
  PI5P4Ka inh: -8
  IL-2 act: -2.2
  aSyn rescue: -9%
  Abeta yeast res: 7%
  EPAC1 antagonist: -2%
  PLK1 PBD block: -3%
  FUS suppressor: /
  EPAC1 ag: 2%
  WRN helicase inh: -3%

O=C(N/N=C(\c1ccccc1)c1cccnc1)C(O)(c1ccccc1)c1ccccc1
  PI5P4Ka inh: 1
  IL-2 act: -0.5
  aSyn rescue: -1%
  Abeta yeast res: 14%
  EPAC1 antagonist: -23%
  PLK1 PBD block: -8%
  FUS suppressor: 6%
  EPAC1 ag: 1%
  WRN helicase inh: 3%

(next part)
SMILES	PI5P4Ka inh	IL-2 act	aSyn rescue	Abeta yeast res	EPAC1 antagonist	PLK1 PBD block	FUS suppressor	EPAC1 ag	WRN helicase inh
Cc1cc(C)c(S(=O)(=O)N2CCCCC2CCNC(=O)C(=O)NCc2ccccn2)c(C)c1 (stereo not given)	-6	-0.6	4%	-15%	-13%	-4%	19%	-6%	-18%
CC(=O)c1cccc(NC(=O)C2Cc3c(-c4ccccc4)ccnc3O2)c1 (stereo not given)	-2	-0.8	3%	27%	-10%	-1%	30%	7%	-3%
Cn1cnc2c(=O)[nH]cc([N+](=O)[O-])c21	-5	0.7	-4%	-5%	13%	-18%	-29%	-4%	4%
COc1cccc(-n2c(Cc3cc(=O)[nH]c(=O)[nH]3)nnc2SC(C)C)c1	1	-2.6	-4%	-1%	5%	-16%	-12%	-19%	5%
CC(NC(=O)c1ccccc1NC(=O)CN1CCN(c2ccccc2O)CC1)c1ccccc1 (stereo not given)	-1	1.0	14%	10%	-3%	-2%	/	6%	-3%
NC(=O)CS(=O)(=O)c1nc2ccccc2n1Cc1ccccc1F	/	-0.6	1%	5%	-6%	-10%	6%	11%	8%
CCN(CC(=O)Nc1c(F)cccc1F)C(=O)C1CC1	-3	-1.6	-4%	5%	-5%	6%	/	2%	8%
CCc1c(C)sc(NC(=S)N2CCN(C(=O)C3CCCO3)CC2)c1C(=O)OC (stereo not given)	-1	-1.4	-7%	-27%	0%	-12%	/	1%	-6%
CCN1C(=O)[C@H]2[C@@H](c3ccc(C)cc3)N3C(=O)N(c4ccc(OC)cc4)C(=O)[C@@]3(Cc3ccc(Cl)cc3)[C@H]2C1=O	2	-0.4	-5%	-7%	-9%	-10%	?	-19%	2%
COCCNC(=O)Cn1nc(-c2ccccc2)c2ccccc2c1=O	11	-0.3	2%	0%&-1%	4%	-5%	-13%&-13%	2%	-1%
COc1ccc(S(=O)(=O)N2CCC(C(=O)NCc3ccc(C)cc3)CC2)cc1	-5	0.9	9%	-3%	-8%	?	13%	-6%	-6%
COc1ccc(N(CC(=O)Nc2ccccc2C(=O)NCC(C)C)S(C)(=O)=O)cc1	-4	-0.1	-10%	-3%	11%	-7%	-2%	-5%	-1%
COC(=O)C1CCN(C(=O)c2sc3nc(-c4ccccc4)cn3c2C)CC1	0	1.0	/	0%	9%	-3%	20%	4%	5%

Assay outcomes (PubChem)
